CHT allo act: human CHT allosteric activation; Q9GZV3; CHT-expressing cells, membrane potential dye, choline EC20; stronger effect = higher value; LV-AA mutant CHT in HEK293 cells; B-score at 10 µM; hit rate 0.49% among 310,000; AID 488977;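 active = initial fluorescence not abnormally high and integrated response B-score, plate-corrected, over 3 SD above library mean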
Target sequence (Q9GZV3 whole entry, looked up): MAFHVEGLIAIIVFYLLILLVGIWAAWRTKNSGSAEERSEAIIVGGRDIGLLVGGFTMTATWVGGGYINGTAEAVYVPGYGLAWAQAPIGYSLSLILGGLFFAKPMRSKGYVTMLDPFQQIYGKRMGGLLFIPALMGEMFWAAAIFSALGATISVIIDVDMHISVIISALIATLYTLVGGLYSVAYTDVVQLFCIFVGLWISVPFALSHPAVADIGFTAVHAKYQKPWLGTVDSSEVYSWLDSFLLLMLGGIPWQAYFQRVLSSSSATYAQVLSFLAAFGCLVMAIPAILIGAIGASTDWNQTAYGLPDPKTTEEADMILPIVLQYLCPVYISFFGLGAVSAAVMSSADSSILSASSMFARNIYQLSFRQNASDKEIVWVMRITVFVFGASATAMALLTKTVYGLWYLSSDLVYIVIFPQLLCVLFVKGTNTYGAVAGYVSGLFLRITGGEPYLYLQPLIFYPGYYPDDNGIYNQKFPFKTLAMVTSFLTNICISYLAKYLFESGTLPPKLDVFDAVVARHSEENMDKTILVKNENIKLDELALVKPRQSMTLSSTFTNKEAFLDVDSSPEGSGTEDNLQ
CHT inh: inhibits the human high affinity choline transporter; Q9GZV3; CHT-expressing cells, membrane potential dye, choline response; stronger effect = lower value; B-score at 10 µM; hit rate 0.86% among 310,000; AID 488975;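 active = B-score over 3 SD under the library average, and starting fluorescence ratio not unusually high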;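 note: choline stimulus applied at its EC90 after an EC20 pre-addition; B-score computed on integrated fluorescence ratio after choline addition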
* marks the source's active call; other numbers are inactive results; i = inactive.

Results follow in this order: CHT allo act	CHT inh
[1] COc1cc2c(cc1OC)-c1nnc(-c3ccco3)n1C1(CCCC1)C2
  i	i
[2] CC(C)CNC(=O)c1cc(-c2ccc(Cl)c(Cl)c2)on1
  i	i
[3] O=C(c1cc2c(s1)CCCC2)N1CCN(c2ccccc2)CC1
  i	i
[4] C[C@@H]1O[C@@H](OC2C(O)C(OCCc3ccc(O)c(O)c3)OC(CO)C2OC(=O)/C=C/c2ccc(O)c(O)c2)[C@H](O)[C@H](O)[C@H]1O (stereo not given in full)
  i	i
[5] COc1ccc(/C=N/NC(=O)c2ccc(C)cc2)cc1CN1CCN(c2ccc(F)cc2)CC1
  i	i
[6] Cc1ccccc1Cn1cc(NC(=O)c2cc(-c3ccco3)on2)cn1
  i	i
[7] OCC(O)[C@@H](O[C@H]1O[C@H](CO)[C@@H](O)[C@H](O)[C@H]1O)[C@H](O)[C@@H](O)CO (stereo not given in full)
  i	i
[8] Cc1nn(C2CCS(=O)(=O)C2)c(Cl)c1/C=C/C(=O)OCC(=O)N(C)C (stereo not given)
  i	i
[9] CS(=O)(=O)c1nc(S(=O)(=O)c2ccc(Cl)cc2)c(N2CCOCC2)s1
  i	i
[10] O=C1CCc2cc(S(=O)(=O)N3CCN(c4ccc(F)cc4)CC3)cc3c2N1CC3
  i	i
[11] O=C1NC(=S)N/C1=C/c1cc2c(cc1[N+](=O)[O-])OCO2
  i	i
[12] Cn1c(SCC(=O)N2CCN(c3ccccc3)CC2)nnc1-c1c[nH]c2ccccc12
  i	i
[13] O=C(CSc1ccc2nnc(-c3ccccn3)n2n1)NCc1ccc2c(c1)OCO2
  i	i
[14] CCc1cccc(CC)c1NC(=O)c1cccc(S(=O)(=O)N2CCN(C)CC2)c1
  i	-5.8*
[15] CC1Cc2ccccc2N1C(=O)Cc1cccs1 (stereo not given)
  i	i
[16] Cc1cccc(NS(=O)(=O)c2cn(C)c(=O)n(C)c2=O)c1C
  i	i
[17] CN(C)S(=O)(=O)c1cccc(NC(=O)CCNC(=O)c2ccccc2Cl)c1
  i	i
[18] O=C(CSc1nnc2ccccn12)NNC(=O)c1ccc(F)cc1
  i	i
[19] Cc1csc(N2CCc3ccccc32)n1
  i	i
[20] Cc1ccc(C)c(N2CCN(S(=O)(=O)c3c(C)[nH]c(C)c3C(=O)N3CCCCC3)CC2)c1
  i	i
[21] COc1cccc(C(=O)NCc2ccco2)c1
  i	i
[22] COc1ccc(S(=O)(=O)CCc2nnc(NC(=O)c3cccs3)s2)cc1
  i	i
[23] Cc1ccc(N2C(=O)N(CC(=O)Nc3ccc([N+](=O)[O-])cc3)C(=O)C2C)cc1 (stereo not given)
  i	i
[24] CC(C)c1cc(CN2CCN(C3CCCC3)C(CCO)C2)[nH]n1 (stereo not given)
  i	i
[25] On1c(-c2ccccc2)nc2ncccc21
  i	i
[26] CCOC(=O)c1cc(OC(=O)c2ccccc2Br)n(-c2ccccc2)n1
  i	i
[27] CC(=O)c1cc(-c2ccc(F)cc2)n(CCC(=O)NC(C)(C)C)c1C
  i	i
[28] CC(C)Nc1ncnc2c1cnn2-c1ccc(Cl)cc1
  i	i
[29] O=C(OCC(=O)N1CCN(c2ccccc2)CC1)c1ccc2ncsc2c1
  i	i
[30] COc1ccc(CCNC(=O)C2CC(=O)N(c3ccc(C)cc3)C2)cc1 (stereo not given)
  i	i

Among those listed so far, these contain a furan ring, fused or not.
Results follow in this order: CHT allo act	CHT inh
[1] COc1cc2c(cc1OC)-c1nnc(-c3ccco3)n1C1(CCCC1)C2
  i	i
[6] Cc1ccccc1Cn1cc(NC(=O)c2cc(-c3ccco3)on2)cn1
  i	i
[21] COc1cccc(C(=O)NCc2ccco2)c1
  i	i

The results go on:
Results follow in this order: CHT allo act	CHT inh
[31] Cc1cc(NC(=O)C23CC4CC(CC(C4)C2)C3)n[nH]1
  i	i
[32] COc1cccc(NC(=O)CSc2nc3ccccc3nc2N2CCCC2)c1
  i	i
[33] CC(C)(C)OC(=O)N1CC(O)CC1C(=O)OCC(=O)c1ccc(-c2ccccc2)cc1 (stereo not given)
  i	i
[34] CCCCCN(C(=O)CCC(=O)OCc1ccc(C(C)(C)C)cc1)c1c(N)n(CCCC)c(=O)[nH]c1=O
  i	i
[35] C=CCNC(=S)N1CCN(Cc2ccccc2)CC1
  i	i
[36] COc1ccc(Cc2nc(-c3ccccn3)no2)cc1OC
  i	i
[37] O=C(CCc1ccccc1)Nc1ccccc1C(=O)NCc1ccco1
  i	i
[38] COc1ccc(NCN2C(=O)CCC2=O)cc1
  i	i
[39] COc1cc(NC(=O)C2CC2C)c(C(=O)O)cc1OC (stereo not given)
  i	i
[40] Cn1cccc1Cc1nnc(SCC(=O)Nc2ccc(Cl)cc2)n1-c1ccc(F)cc1
  i	i
[41] CCCCCC1CC(/C(C)=N/NC(N)=O)OC1=O (stereo not given)
  i	i
[42] CC(O)[C@H]1CN=C(N)N1CC(C)(C)C (stereo not given in full)
  i	i
[43] CCCCSc1nc(C)cc(NC(=S)Nc2ccc(OC)cc2)n1
  i	i
[44] O=C(c1ccco1)N1CCN(S(=O)(=O)c2ccc3[nH]c(=O)oc3c2)CC1
  i	i
[45] COc1ccc(-c2cc3c(=O)n(CC(=O)Nc4ccc(Cl)cc4)nc(C)n3n2)cc1
  i	i
[46] O=C1c2ccccc2C(=O)N1Cc1ccccc1F
  i	i
[47] Cc1ccc(-n2c(SCC(=O)Nc3cccc(S(=O)(=O)NC4=NCCCCC4)c3)nc3ccccc3c2=O)cc1
  i	i
[48] COCCCNC(=S)NNC(=O)C(O)(c1ccccc1)c1ccccc1
  i	i
[49] CCCCC(Sc1nc(N)c(NC(=O)c2ccc(OCC)cc2)c(=O)[nH]1)C(=O)O (stereo not given)
  i	i
[50] Cc1ccc(C(=O)NNC(=O)c2cccc(S(=O)(=O)N3CCN(c4ccccc4)CC3)c2)cc1
  i	i
[51] Cc1ccc(C)c(C(=O)CSc2nc(N)cc(=O)[nH]2)c1
  i	i
[52] CC(C)(C)Oc1ccccc1Nc1nc(NCCO)nc(N2CCCC2)n1
  i	i
[53] O=C(Oc1cc(-c2ccccc2)no1)c1ccc(Cl)cc1
  i	i
[54] C=CCc1ccc(OCCOc2cccc3cccnc23)c(OC)c1
  i	i
[55] Cc1cc(C)n2cc(CSc3nnnn3-c3ccccc3C)nc2n1
  i	i
[56] CC(C)(C)NCC(O)c1cc(O)cc(O)c1 (stereo not given)
  i	-5.9*
[57] O=C(O)C(Cc1ccccc1)N1C(=O)c2c(Cl)c(Cl)c(Cl)c(Cl)c2C1=O (stereo not given)
  i	i
[58] CCOc1ccccc1NC(=O)CSc1ncnc2c1oc1ccccc12
  i	i
[59] Cc1ccc([N+](=O)[O-])cc1S(=O)(=O)Nc1ccc(C(=O)NCc2ccccn2)cc1
  i	i
[60] COc1ccccc1OCC(=O)NN1Cc2ccccc2C1=N
  i	i
[61] Fc1ccc(Br)cc1C1C=C(c2ccc(Br)cc2)Nc2ncnn21 (stereo not given)
  i	i
[62] COCCNC(=O)/C(C#N)=C/c1ccc(-c2ccc(OC)cc2[N+](=O)[O-])o1
  i	i
[63] O=C1N(C2CCCC2)C[C@@H]2C[C@@H](c3cccn3-c3nccs3)N3CCC[C@@]123
  i	i
[64] Cc1ccc(-c2ccc(C(=O)NCc3ccc(Cl)cc3)o2)c2ccccc12
  i	i
[65] COc1cc(C(O)c2nc3ccccc3n2C)cc(OC)c1OC (stereo not given)
  i	i
[66] COc1ccc(C(=O)NC2(C(F)(F)F)NC(=O)N(CCCc3ccccc3)C2=O)c(OC)c1OC (stereo not given)
  i	i
[67] COc1ccc(OCc2ccc(C(=O)NN)cc2)cc1
  i	i
[68] Clc1cccc(N2CCN(Cc3nc(-c4ccccc4)no3)CC2)c1
  i	i
[69] CC(=O)c1cccc(NC(=O)Nc2nc(C)cc(C)n2)c1
  i	i
[70] O=C(c1ccc2nc(Cc3cccc(Cl)c3)oc2c1)N1CCOCC1
  i	i
[71] COc1cc(OC)c(-c2nnc3n(CCc4ccccc4)c(=O)c4ccccc4n23)cc1OC
  i	i
[72] Cc1ccc(SCc2nc3ncccn3c2Br)cc1
  i	i
[73] CC(C)(C(N)=O)N1CCN(c2ncc(C(F)(F)F)cc2Cl)CC1
  i	i
[74] COc1cccc2cc(CC(=O)c3ccc(C)c(C)c3)c(=O)oc12
  i	i
[75] Cc1cccn2c(=O)nc(SCC(=O)N3CCCC3)nc12
  i	i
[76] O=C(O)c1ccc(-c2ccc(-c3ccccc3)cc2)s1
  i	i
[77] Cc1cc(C)n(S(=O)(=O)c2cccc([N+](=O)[O-])c2)n1
  i	i
[78] C#CCOCCOCCOCCNc1nc(N2CCOCC2)nc(N2CCN(C(=O)CCCCCCCCCCNC(=O)[C@@H](CCSC)n3cc(CCO)nn3)CC2)n1
  i	i
[79] COc1ccc(NC(=O)CSc2nnc(NC(=O)C3CCC3)s2)c(OC)c1
  i	i
[80] Cc1nc2c(-c3ccccc3)c(C)nn2c(C)c1CCC(=O)NC(C)CCc1ccco1 (stereo not given)
  i	i
[81] COc1ccc(NC(=O)Cn2nnc(C(=O)Nc3ccc(F)c(Cl)c3)c2N)cc1
  i	i
[82] COc1cc(/C=N/n2cnc3c(sc4nc(C)cc(C)c43)c2=O)ccc1O
  i	i
[83] Cc1cc(Br)ccc1OCCN1CCCC1
  i	i
[84] COC(=O)c1c(NC(=O)CCC(=O)O)sc(Cc2ccccc2)c1C
  i	i
[85] CCn1ccnc1[C@@H]1C[C@H]2CN(Cc3cccc(Cl)c3)C(=O)[C@]23CCCN13
  i	i
[86] Cc1cc(C(=O)OCC(=O)Nc2ncc(C(F)(F)F)cc2Cl)c(C)o1
  i	i
[87] COc1cc(C=O)cc(Br)c1OCC(N)=O
  i	i
[88] COc1ccc(OC)c(S(=O)(=O)Nc2ccc3[nH]c(=O)[nH]c3c2)c1
  i	i
[89] CCOc1ccc2oc(C(=O)Nc3ccc4c(c3)OCO4)c(C)c2c1
  i	i
[90] COc1ccc(OCC(O)CNC(C)c2ccccc2)cc1 (stereo not given)
  i	i

Next part
Results follow in this order: CHT allo act	CHT inh
[91] CCOC(=O)c1cc2c(=O)n3cccc(C)c3nc2n(Cc2ccco2)c1=NC(=O)c1ccccc1
  i	i
[92] CCc1c(C)nc(SCC(=O)N2CCCCC2)[nH]c1=O
  i	i
[93] O=C(CCCCCn1c(=S)[nH]c2cc3c(cc2c1=O)OCO3)N1CCN(C(=O)c2ccco2)CC1
  i	i
[94] COc1ccc(-c2nnc(Nc3ccc(CC(N)=O)cc3)c3ccccc23)cc1
  i	i
[95] CC(C)OP(=O)(OC(C)C)C(Nc1ccccc1)c1ccc2c(c1)OCO2 (stereo not given)
  i	i
[96] O=C(CCc1c[nH]c2ccccc12)N=Nc1c(O)[nH]c2ccccc12
  i	i
[97] COC(=O)c1nn(-c2ccccc2)c(Cl)c1/C=N/OCc1ccc(Cl)cc1Cl
  i	i
[98] Cc1ccc(NC(=S)Nc2ccc3nc(-c4ccccn4)c(-c4ccccn4)nc3c2)cc1C
  i	-5.3*
[99] O=C1c2ccccc2C(Nc2ccc(Cl)cn2)N1c1cccnc1 (stereo not given)
  i	i
[100] CN(CC1CCCN(CCc2ccc(Cl)cc2)C1)C(=O)c1ccoc1 (stereo not given)
  i	i
[101] COc1cc(NC(=S)N2CCN(c3ccccn3)CC2)cc(OC)c1OC
  i	i
[102] c1ccc(-c2csc(=Nc3cccnc3)n2CC2CCCO2)cc1 (stereo not given)
  i	i
[103] CS/C(=N\S(=O)(=O)c1cccs1)Nc1cccc(Cl)c1C
  i	i
[104] COc1ccc(Cn2c(CO)cnc2SCC(=O)Nc2cc(C)on2)cc1
  i	i
[105] COc1ccc(CCNC(=O)C2CCN(S(=O)(=O)c3cccc4cccnc34)CC2)cc1OC
  i	i
[106] O=C(CCCC(=O)NC1CCCC1)NC1CCCC1
  i	i
[107] O=C(O)c1cc(Br)ccc1NS(=O)(=O)c1cccc2nsnc12
  i	i
[108] O=C(O)c1cccc(-n2cccc2/C=C2/SC(=O)N(CC(=O)N3CCCC3)C2=O)c1
  i	i
[109] CC(C)CN(C(=O)CSc1nnc(-c2ccco2)o1)c1c(N)n(Cc2ccccc2)c(=O)[nH]c1=O
  i	i
[110] O=C1CC(c2ccccc2)CC(O)=C1C=NCCN1CCN(C(=O)Nc2ccccc2)CC1 (stereo not given)
  i	i
[111] Cc1cc(=O)[nH]c(SCC(=O)N2CCCC(C)C2)n1 (stereo not given)
  i	i
[112] O=C(COC(=O)COc1ccccc1[N+](=O)[O-])NC1CCCC1
  i	i
[113] COc1ccc(CCNC(=O)/C=C/c2ccco2)cc1OC
  i	i
[114] CC1=C(C(=O)NC2CCC(C)CC2)C2(CCC(C)CC2)OC1=O (stereo not given)
  i	i
[115] Clc1cncc(Cl)c1NNc1c2ccccc2nc2ccccc12
  i	i
[116] O=C(Cn1ccc2ccccc2c1=O)NCCC(=O)NC1CCN(Cc2ccccc2)CC1
  i	i
[117] CC12CC(c3ccccc3O1)C(C(=O)N1CCOCC1)C(=O)N2 (stereo not given)
  i	i
[118] Cn1nc([N+](=O)[O-])nc1Oc1ccc(C(C)(C)C)cc1
  i	i
[119] CCC1(c2ccccc2)NC(=O)N(CC(=O)Nc2ccccc2C(=O)NC2CC2)C1=O (stereo not given)
  i	i
[120] CN(C)c1ccc(N=Cc2ccco2)cc1
  i	i
[121] Cc1cc2ncn(CCC(=O)NC3CCCC3)c2cc1C
  i	i
[122] CCOC(=O)c1cc(NC(=O)SCC(=O)O)c(C)nc1C
  i	i
[123] O=C1C(=O)N(Cc2ccncc2)C(c2ccccc2F)/C1=C(\O)c1ccc2c(c1)OCCO2 (stereo not given)
  i	i
[124] Cc1ccc(Nc2nnc(SCC(=O)Nc3ncc(S(=O)(=O)c4ccc([N+](=O)[O-])cc4)s3)s2)cc1
  i	i

4 compounds from above, sorted by formula weight, low to high:
Results follow in this order: CHT allo act	CHT inh
[42] CC(O)[C@H]1CN=C(N)N1CC(C)(C)C (stereo not given in full)
  i	i
[83] Cc1cc(Br)ccc1OCCN1CCCC1
  i	i
[96] O=C(CCc1c[nH]c2ccccc12)N=Nc1c(O)[nH]c2ccccc12
  i	i
[5] COc1ccc(/C=N/NC(=O)c2ccc(C)cc2)cc1CN1CCN(c2ccc(F)cc2)CC1
  i	i

Screens from PubChem BioAssay.
